AID2073 – disruptors of CaV2.2 binding to Mint1 – biochemical, HTRF (AID 2073); inhibition, % at 20 µM, or IC50 in µM where a hit was titrated; HTRF protein-protein interaction, Mint1-CaV2.2; higher % means a stronger effect; 0.19% of 290,000 active; in the data active means inhibition mostly above about 51%, no sharp cut-off; further: some results filed as inactive read as strong as hits
Dynein transport – dynein cargo transport inhibition; 3617.4 mouse cells, GR-EGFP nuclear translocation imaging; test concentration mostly 20 µM; stimulated with dexamethasone, 1 µM; stronger effect = lower value; z-score, hits read low; 0.47% of 220,000 active;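 active means plate z-score of nuclear minus cytoplasmic receptor signal below a set negative limit, without overly bright fluorescence or cell loss, cut at about -3.5 in these data, passing the limit was not always enough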;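 further: z-score of nuclear minus cytoplasmic ring GR-EGFP intensity difference per well; some compounds called inactive have numbers as strong as hits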
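Medium: Induction medium lacking tetracycline, stripped serum | Probe or stimulus: 1.0 µM final dexamethasone stimulus | Schedule: 48 h induction, then 1 h compound, then 30 min agonist, 37 °C | Signal: Automated 10x imaging of fixed Hoechst-stained cells | Evaluation: Per-cell GR-EGFP intensity, nucleus versus surrounding cytoplasmic ring, well-averaged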
M1AAP inhibition – P. falciparum M1AAP inhibitors, biochemical, fluorogenic H-Leu-NHMec substrate, 1536-well (AID 1445). 0.42% of 220,000 active. inhibition, % at 30 µM, or IC50 in µM where a hit was titrated. recombinant M1AAP, H-Leu-NHMec fluorogenic kinetic assay; higher % means a stronger effect;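 active means primary inhibition above the hit cutoff, then over 50% inhibition at one or more dose response concentrations, cut at about 23% in these data, passing the limit was not always enough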;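 further: plate controls were DMSO full reaction for no effect and no enzyme background for full effect; strong numbers were not always called active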
human PMI inhibitors – MPI inhibition at elevated mannose 6-phosphate – biochemical, fluorescence intensity, high mannose 6-phosphate, primary screen (AID 1220); recombinant PMI enzyme, coupled fluorescence intensity; higher % means a stronger effect; one-dose inhibition, % at 20 µM; IC50 in µM for titrated hits; 0.66% of 190,000 active
LYP inhibition – PTPN22 lymphoid phosphatase activity blockers – biochemical, fluorescence intensity, uHTS (AID 1779) | recombinant LYP phosphatase, fluorescence intensity; higher % means a stronger effect | inhibition, % at 11.5 µM; hits with a dose series show IC50 in µM | 0.054% of 290,000 active;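 further: plate controls were vehicle with enzyme for no effect and no enzyme for full effect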
SIAH1 antagonists – blockers of Siah-1 interaction with plectin peptide – biochemical, fluorescence polarization, rhodamine-plectin, uHTS, primary screen (AID 1817) | Siah-1 / rhodamine-plectin peptide fluorescence polarization; higher % means a stronger effect | displacement, % at 20 µM, or IC50 in µM where a hit was titrated | 0.02% of 290,000 active;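 active means displacement of at least 50% at 20 µM, with a fluorescence ratio check between 0.3 and a set limit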;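 further: plate controls were Siah plus tracer with DMSO for no effect and tracer alone without Siah for full effect; strong numbers were not always called active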
M17LAP inhibition – P. falciparum M17LAP inhibitors, primary screen, biochemical, fluorogenic H-Leu-NHMec substrate, 1536-well (AID 1619); recombinant M17LAP, H-Leu-NHMec fluorogenic kinetic assay; higher % means a stronger effect; inhibition, % at 30 µM; hits with a dose series show IC50 in µM; 0.38% of 220,000 active;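 active means compound inhibiting the enzyme by more than half at any dose during confirmatory dose-response retesting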;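 further: plate controls were full reaction with DMSO carrier for no effect and no enzyme background for full effect; strong numbers were not always called active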
XIAP displacement – small molecules displacing peptide from XIAP – biochemical, IAP family, fluorescence polarization (AID 1018); XIAP BIR domain, fluorescence polarization peptide displacement; higher % means a stronger effect; displacement, % at 20 µM, or IC50 in µM where a hit was titrated; 0.007% of 200,000 active; in the data active means displacement above about 50%; further: a part of the inactive calls stands beside numbers as strong as those of hits
PMI inhibitors – MPI enzyme activity inhibition – biochemical, fluorescence intensity, coupled assay, primary screen (AID 1209) | purified PMI enzyme, coupled fluorescence intensity; higher % means a stronger effect | inhibition, % at 20 µM; hits with a dose series show IC50 in µM | 0.42% of 190,000 active;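 further: plate controls were DMSO vehicle for no effect and wells lacking substrate for full effect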
Dynein transport cytoplasmic EGFP – second read-out of Dynein transport, no call of its own (marks repeat the call); z-score; measured here: cytoplasmic GR-EGFP intensity; stronger effect = higher value
Dynein transport nuclear GR-EGFP – second read-out of Dynein transport, no call of its own (marks repeat the call); z-score; measured here: nuclear GR-EGFP intensity;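 lower value marks the stronger effect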
Dynein transport cell count – further read-out of Dynein transport, marked with its call; z-score; measured here: cell count per field
* marks the source's active call; other numbers are inactive results; nt = no result given; & = joins results of further samples. Unless noted, no stated cut-off is given here; in the data, active means inhibition above about 50%; inactive means the rest.

SMILES | AID2073 | Dynein transport | Dynein transport cytoplasmic EGFP | Dynein transport nuclear GR-EGFP | Dynein transport cell count | M1AAP inhibition | human PMI inhibitors | LYP inhibition | SIAH1 antagonists | M17LAP inhibition | XIAP displacement | PMI inhibitors
CC(C)Cn1c2c(c(O)c(C(=O)Nc3ncccc3O)c1=O)CCCC2 | 4% | -1.2 | -0.26 | -0.32 | 0.49 | 16% | 3% | -9% | 0% | -1% | -3.9% | 9%
O=C(Nc1ccc2c(c1)OCO2)c1ccc(COc2ccc3c(c2)CCC3)o1 | -13% | -1.6 | -0.1 | -0.79 | 0.18 | 2% | 13% | 5% | 2% | -9% | -3.3% | 19%
COc1ccc(-c2csc(NC(=O)c3cccc(S(=O)(=O)N4CCN(C)CC4)c3)n2)cc1 | -4% | -0.16 | -0.25 | -0.92 | 1.4 | -1% | 3% | -9% | -4% | -1% | -2.9% | 6%
O=c1[nH]c(Nc2ccc(F)cc2)cc2ccccc12 | -16% | -0.78 | -0.23 | -0.33 | 0.65 | 7% | 14% | -8% | -3% | -8% | 0.7% | 22%
C=CCOc1ccc(/C=N/NC(C)=O)cc1OCC | -1% | -0.15 | -0.25 | 0.37 | -0.51 | -4% | nt | -4% | -3% | 4% | -4.5% | nt
CC(C)(C)C1c2[nH]c3ccccc3c2CCN1CCCn1cccn1 (stereo unspecified) | 10% | 2 | -0.15 | 1.1 | 0.048 | -2% | 1% | -9% | 2% | -2% | -4.9% | 40%
Oc1c(Br)cc(Br)cc1C=Nc1ccc2[nH]ncc2c1 | 4% | -0.27 | -0.24 | 0.48 | -0.69 | 1% | nt | -3% | 10% | 8% | nt | nt
CCCOc1ccc(N2C(=O)CC(NCCNc3ccc([N+](=O)[O-])cn3)C2=O)cc1 (stereo unspecified) | -1% | 0.64 | -0.23 | 0.17 | -0.58 | 7% | nt | 4% | -2% | 14% | nt | nt
CCOCCCNC(=O)CNC(=S)N(Cc1ccccc1F)C1CCCCC1 | -42% | 0.11 | 0.23 | 0.27 | -1.4 | 6% | -15% | 0% | -1% | 0% | -5.7% | -8%
COC(=O)c1ccc(/C=N/OCC(=O)Nc2cc(F)ccc2F)cc1 | -5% | 0.54 | -0.35 | 0.67 | -0.029 | -1% | -10% | -9% | 15% | 0% | -9.4% | -12%
COc1ccc(-c2cn[nH]c2N)cc1 | 5% | 0.39 | -0.065 | 0.58 | -0.86 | 0% | -7% | -1% | 1% | 61µM* | -4.3% | -3%
O=C(NCc1ccccc1)C1=C[C@@H](c2ccccc2)C[C@@H](OCc2ccc(CO)cc2)O1 | 6% | 0.24 | -0.23 | 0.55 | -0.63 | 7% | 62%* | -1% | 17% | 2% | -0.9% | 17%
C=CCNC(=S)NNC(=O)c1ccc(=O)n(Cc2ccccc2)c1 | -5% | 1.4 | -0.27 | 0.41 | -1.6 | 1% | 1% | 0% | 6% | 4% | -4.0% | -1%
C=CCNc1nc(-c2ccc([N+](=O)[O-])cc2)cs1 | -2% | -1 | -0.29 | -0.83 | 0.76 | 6% | -9% | -6% | 1% | 3% | -2.9% | -3%
CCCCNC(=O)NC(C(=O)OC)C12CC3CC(CC(C3)C1)C2 (stereo unspecified) | -8% | -0.98 | -0.29 | -0.39 | 1.9 | 2% | -6% | -1% | 0% | -4% | -6.8% | -18%
O=C(c1cc(-c2ccco2)on1)N1CCOCC1 | -6% | 0.5 | -0.23 | 0.22 | 0.64 | 5% | 26% | -2% | 3% | -1% | -5.8% | 21%
CCN(CC)c1ccc(C(=S)NC2CCCCC2)cc1 | 12% | 0.3 | -0.27 | 0.86 | -0.13 | 4% | 12% | -1% | -3% | 4% | -1.6% | 30%
c1ccc(COc2ccccc2CNCc2cccnc2)cc1 | 13% | -0.54 | -0.22 | -0.18 | 0.65 | 2% | -22% | -14% | -6% | 5% | -4.0% | -9%
CC(=O)c1ccc(Oc2cc(C)nc(NCc3ccccc3)n2)cc1 | 7% | 0.18 | -0.0096 | 0.39 | 0.11 | 6% | -9% | -2% | -1% | 6% | -4.3% | -4%
CN(C)c1ccnc(-n2cccc2/C=N/O)c1C#N | 8% | -0.25 | -0.14 | -0.052 | 0.34 | 14% | 2% | -2% | 15% | 3% | 0.0% | 9%
CC(C)OC(=O)C[N+](C)(C)CCN1C(=O)C2C(c3ccccc3)C=CC(c3ccccc3)C2C1=O (stereo unspecified) | -4% | 2.2 | -0.35 | 1.2 | -0.39 | -7% | -1% | -4% | -4% | 0% | -5.3% | -5%
O=c1oc2ccccc2c(NCc2ccc(Cl)cc2)c1[N+](=O)[O-] | 6% | -0.28 | -0.088 | 0.73 | -0.72 | 8% | nt | -2% | 0% | 0% | nt | nt
CN(Cc1ncc[nH]1)C(=O)c1cc(COc2c(F)cccc2F)on1 | 9% | -0.61 | -0.29 | -0.48 | 1.2 | 0% | 6% | -2% | 0% | -3% | -3.6% | 6%
CC(=O)Nc1nc(C)c(-c2csc(Nc3ccccn3)n2)s1 | -8%&1% | -0.55&-0.92 | -0.27&-0.089 | -0.5&-0.86 | 0.61&1.2 | 0%&6% | 27% | -2%&4% | 11%&-4% | 3%&13% | 20% | 8%
N=c1c2ccccc2nnn1-c1ccc(C(F)(F)F)cc1 | 23% | 0.073 | 0.12 | 0.93 | -1.5 | -5% | -14% | -2% | 31% | -9% | -3.7% | -7%
SMILES | AID2073 | Dynein transport | Dynein transport cytoplasmic EGFP | Dynein transport nuclear GR-EGFP | Dynein transport cell count | M1AAP inhibition | human PMI inhibitors | LYP inhibition | SIAH1 antagonists | M17LAP inhibition | XIAP displacement | PMI inhibitors
CC(=O)Nc1ccc(C(=O)Nc2ccc3c(c2)OCO3)cc1 | 2% | 0.29 | -0.17 | -0.1 | 0.51 | -2% | 15% | -4% | 0% | -1% | 1.3% | 2%
COc1ccc(S(=O)(=O)Nc2c(C)nc3nc[nH]n3c2=O)cc1 | 12% | -1.1 | -0.35 | -0.51 | 0.75 | 7% | -13% | -6% | 5% | -3% | -4.8% | -26%
Cc1sc2nc(SCC(=O)O)[nH]c(=O)c2c1C | 1% | 0.32 | -0.23 | 0.58 | -0.63 | 13% | 11% | 0% | 0% | 3% | -6.1% | 10%
CCCc1cc(=O)[nH]c(SCCN2C(=O)c3ccccc3C2=O)n1 | 4% | -0.14 | -0.19 | 0.061 | -0.21 | 3% | -11% | -2% | 0% | 26% | -3.5% | -18%
CCCC[C@@H]1CNC(=O)C(=O)N1CCc1cc(C(F)(F)F)cc(C(F)(F)F)c1 | 4% | 0.57 | -0.86 | 0.27 | 0.18 | -1% | nt | -12% | 3% | -6% | nt | nt
N#Cc1cc2c(nc1SCC(O)CS(=O)(=O)Cc1ccc(Cl)cc1)CCCC2 (stereo unspecified) | 9% | -0.18 | -0.13 | -0.096 | -0.17 | 1% | 4% | 3% | -1% | 12% | -2.4% | 0%
C=CCn1c(C)csc1=Nc1ccc(C(C)=O)cc1 | -3% | -0.49 | -0.31 | -0.058 | 0.79 | 11% | -1% | 5% | 2% | 11% | -1.2% | 4%
CCOC(=O)CNc1c(N2CCN(c3ccccn3)CC2)c(=O)c1=O | -7% | 0.49 | 0.25 | 0.53 | -0.64 | 5% | -7% | -9% | -7% | 18% | -2.8% | -3%
CCOc1cc(NC(=S)NCCOC)c(OCC)cc1NC(=O)c1cccs1 | -18% | 0.0077 | -0.23 | 0.38 | 0.23 | 3% | 30% | -4% | -5% | -2% | -11% | 21%
COc1ccc(CNc2c(C(=O)O)cnc3c2cnn3C)cc1 | -12% | 0.36 | -0.3 | 0.42 | -1 | 3% | 0% | -3% | 15% | 2% | 1.6% | -12%
O=C(CSc1ncn[nH]1)N1N=C2/C(=C/c3ccccc3)CCCC2C1c1ccccc1 (stereo unspecified) | 10% | 0.36 | -0.26 | 0.012 | 0.33 | 0% | -18% | -4% | -1% | 31% | -20% | 4%
O=C(Nc1cccc(-c2nnc(-c3ccccc3)o2)c1)C1CCCCC1 | 30% | -0.63 | -0.093 | -0.49 | -0.38 | 6% | 8% | -6% | -6% | 1% | -4.0% | -3%
CCOC(CNC(=O)c1cc(C)nn1-c1ccccc1)OCC | 29% | -1.2 | 0.5 | -0.28 | 0.69 | 1% | 0% | -1% | 4% | -5% | -5.1% | 5%
CC(Oc1ccc(Cl)cc1Cl)C(=O)NCCCN(C)C (stereo unspecified) | -6% | 1.3 | -0.083 | 0.85 | 0.79 | 1% | -8% | 0% | 3% | 1% | 2.8% | -8%
O=C(NNC1=C(C(=O)C(F)(F)F)CCC1)c1cccc(O)c1 | -5% | -0.67 | -0.11 | -0.08 | 0.53 | 0% | -49% | -4% | 8% | 14% | -4.8% | -41%
COc1ccc(/C=C(\C#N)C(=O)c2c(C)[nH]c3ccccc23)cc1OC | 3% | -0.66 | -0.32 | -0.59 | 0.68 | 13% | 8% | 2% | 3% | 8% | -1.5% | 10%
Cc1ccc(S(=O)(=O)N(CCC(=O)O)c2ccccc2)cc1 | -1% | -1 | -0.3 | -0.93 | 1.3 | 5% | 2% | -4% | 6% | 2% | -5.8% | -3%
Cc1sc(NC(=O)c2cc(-c3ccccc3)nc3ccccc23)c(C(N)=O)c1C | 8% | 0.79 | -0.29 | 0.46 | 0.32 | 0% | 5% | -1% | 7% | -2% | -0.6% | 17%
CCOC(=O)c1sc(NC(=O)c2ccc(S(=O)(=O)N(CC)CC)cc2)nc1C | 33% | 0.59 | 0.12 | 0.89 | 1 | 4% | -18% | -6% | -5% | -10% | -5.6% | -14%
Fc1ccc(C2c3[nH]c4ccccc4c3CCN2CCCn2cccn2)cc1 (stereo unspecified) | 11% | 0.26 | -0.24 | 0.0032 | -0.0057 | 6% | nt | -6% | -6% | -34% | nt | nt
CC(=O)Nc1c(C)nn(C(C)=O)c1C | -3% | -0.42 | -0.31 | 0.29 | 0.88 | 0% | -4% | -4% | 20% | -1% | -2.5% | -4%
NC(=O)c1cccc2c1C(=O)N(C1CCCCC1)C2 | 10% | -0.69 | -0.22 | -0.17 | -0.09 | 5% | 12% | -2% | -3% | 11% | -13% | 12%
CNC(=O)CCc1[nH]c2ccccc2c1Sc1ccccc1 | 2% | -0.012 | -0.23 | 0.015 | 0.58 | 0% | 2% | -6% | -11% | 8% | 14% | 2%

Sorted by value in AID2073 (low to high): 3 of the compounds above
mol,AID2073
CCOCCCNC(=O)CNC(=S)N(Cc1ccccc1F)C1CCCCC1,-42%
O=c1[nH]c(Nc2ccc(F)cc2)cc2ccccc12,-16%
O=C(c1cc(-c2ccco2)on1)N1CCOCC1,-6%
